# Source: PubChem BioAssay
# ER stress death = protection against thapsigargin ER stress killing – CSM14.1 cells, ATP luminescence, primary screen | AID 1010, 2008 | relative survival (cellular ATP), % at 15 µg/mL (by protocol) | 0.33% of 48,000 active | CSM14.1 thapsigargin ER stress survival;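 active = survival measured by cellular ATP above 50% at 15 µg/ml in the first screen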;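 note: cell death triggered by about 15 µM thapsigargin; ATP read 24 h after thapsigargin was added; plate controls were thapsigargin with DMSO for no effect and DMSO without thapsigargin for full effect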
# The depositor's hits bear a star. Some of the compounds tested. The share of hits here may be higher or lower than overall.
# Preview (12 entries):
SMILES,ER stress death
Cc1cc(/C=C2\C(=O)NC(=O)N(C)C2=O)c(C)n1-c1ccc2c(c1)OCO2,1
CCC(=O)O[C@]1(c2ccccc2)CCN(C)[C@H]2CCC[C@H]21,-4
CC12CCC3C(CC=C4CC(O)CCC43C)C1C/C(=C\c1ccc([N+](=O)[O-])cc1)C2=O (centres undefined),10
COC(=O)COc1ccc(C=C2C(=O)NC(=O)NC2=O)cc1,25
O=C(NC1CCSC1=O)c1cccs1 (centres undefined),12
CCOc1ccc(N2C(=O)NC(=O)/C(=C\c3ccc(Sc4nc5ccccc5[nH]4)o3)C2=O)cc1,4
O=C(c1ccc(-c2ccccc2)cc1)N1CCN(c2cccc(Cl)c2)CC1,4
CCSc1nc2ccccc2c(=O)n1-c1cccc(C)c1,6
CCn1cc(C=C2C(=O)NC(=S)NC2=O)c2ccccc21,15
COc1cccc(-n2c(/C=C/c3cccnc3)nc3ccccc3c2=O)c1,14
O=C(N1CCN(C(c2ccccc2)c2ccccc2)CC1)C(O)(c1ccccc1)c1ccccc1,2
O=C1NC(=O)C(=Cc2cccc(OCCOc3ccc([N+](=O)[O-])cc3)c2)C(=O)N1,4

# Results (from the top)
SMILES,ER stress death
Cc1cc(/C=C2\C(=O)NC(=O)N(C)C2=O)c(C)n1-c1ccc2c(c1)OCO2,1
CCC(=O)O[C@]1(c2ccccc2)CCN(C)[C@H]2CCC[C@H]21,-4
CC12CCC3C(CC=C4CC(O)CCC43C)C1C/C(=C\c1ccc([N+](=O)[O-])cc1)C2=O (centres undefined),10
COC(=O)COc1ccc(C=C2C(=O)NC(=O)NC2=O)cc1,25
O=C(NC1CCSC1=O)c1cccs1 (centres undefined),12
CCOc1ccc(N2C(=O)NC(=O)/C(=C\c3ccc(Sc4nc5ccccc5[nH]4)o3)C2=O)cc1,4
O=C(c1ccc(-c2ccccc2)cc1)N1CCN(c2cccc(Cl)c2)CC1,4
CCSc1nc2ccccc2c(=O)n1-c1cccc(C)c1,6
CCn1cc(C=C2C(=O)NC(=S)NC2=O)c2ccccc21,15
COc1cccc(-n2c(/C=C/c3cccnc3)nc3ccccc3c2=O)c1,14
O=C(N1CCN(C(c2ccccc2)c2ccccc2)CC1)C(O)(c1ccccc1)c1ccccc1,2
O=C1NC(=O)C(=Cc2cccc(OCCOc3ccc([N+](=O)[O-])cc3)c2)C(=O)N1,4
O=C(Nc1ccc(Br)cc1C(=O)c1ccccc1)c1ccc([N+](=O)[O-])cc1,8
O=c1c2ccccc2nc(/C=C/c2ccc([N+](=O)[O-])cc2)n1-c1ccccc1O,-1
C=CCN1C(=O)/C(=C\c2cccs2)C(=O)NC1=S,-3
Nc1ccc(Br)cc1C(=O)c1ccc(Cl)cc1Cl,0
O=C(CF)NC(=C(Cl)Cl)P(=O)(c1ccccc1)c1ccccc1,1
O=C(O)Cn1cc(/C=C2\C(=O)NC(=O)N(c3ccc(Cl)cc3)C2=O)c2ccccc21,-4
CCOc1ccc(N2C(=O)/C(=C/c3ccco3)C(=O)NC2=S)cc1,3
O=C(Nc1ccc(Cl)cc1C(=O)c1ccccc1)c1cncc(Br)c1,3
O=C(COc1ccc([N+](=O)[O-])cc1)Nc1ccc(Br)cc1C(=O)c1ccccc1,13
CC(C)C(=O)N1N=C(c2cccnc2)CC1(O)C(F)(F)F (centres undefined),-2
Cc1ccc(-n2c(-c3ccccc3F)nc3ccccc3c2=O)cc1,-6
Cc1[nH]c2ccc(S(=O)(=O)O)cc2c1CCN,4
COc1ccc(CN2CCN(Cc3cccc(OC)c3)CC2)cc1,1

# The list continues.
SMILES,ER stress death
COc1cc(CN2CCN(C(=O)Cc3ccccc3)CC2)cc(OC)c1O,5
O=c1c2ccccc2nc(-c2ccccc2)n1-c1ccc(Br)cn1,-3
CCC1(c2ccccc2)C(=O)NC(=O)N(C(=O)c2ccccc2Br)C1=O (centres undefined),13
O=c1c2ccccc2nc(-c2cccs2)n1-c1cnccn1,-3
COc1cc(CN2CCN(C(C)C)CC2)cc(OC)c1OC,-3
CCCCCn1c(=O)c(C(=O)Nc2ccc(C)cc2C)c(O)c2ccccc21,10
O=C1/C(=C/c2ccc(O)cc2)N2CCC1CC2,0
COc1ccc(Br)cc1CN1CCN(Cc2ccc(F)cc2)CC1,-2
CCC(CC)NCc1c[nH]c2ccccc12,-2
Cn1c(O)c(C=NCc2cccs2)c(=O)n(C)c1=O,7
O=C(Nc1ccc(Cl)cc1C(=O)c1ccccc1)c1ccc(S(=O)(=O)N2CCOCC2)cc1,10
COc1cccc(CNCCc2ccc(Cl)cc2Cl)c1,-19
CCC1(C)CC(CCNCc2ccc(OC)cc2)(c2ccc(OC)cc2)CCO1 (centres undefined),-4
Cc1ccccc1-n1c(CN2C(=O)c3ccccc3C2=O)nc2ccccc2c1=O,0
Nc1ccc(Cc2ccc(N)c(Cl)c2)cc1Cl,1
CCOP(=O)(OCC)C(=C(Cl)Cl)C(C(=O)OC)C(=O)OC,10
O=C1NC(=O)N(c2ccc(Cl)cc2)C(=O)/C1=C/c1ccc(Br)o1,10
CCCCn1c(=O)c(C(=O)Nc2ncccc2O)c(O)c2ccccc21,5
Cc1ccc(-c2nc3ccccc3c(=O)n2-c2ccccn2)cc1,1
CC(C)CCn1c(=O)c(C(=O)Nc2ccc(I)cc2)c(O)c2ccccc21,31
COc1ccccc1CCNCc1ccc([N+](=O)[O-])cc1,-8
C=C(C)c1cccc(C(C)(C)NC(=O)NC2CN3CCC2CC3)c1 (centres undefined),-3
CN1CC[C@@](O)(c2ccccc2)[C@@H]2CCC[C@@H]21,0
CC12CCC3C(CC=C4CC(O)CCC43CO)C1CCC2O (centres undefined),3
Cc1cc(C=C2C(=O)NC(=O)NC2=O)c(C)n1C,4

# Carrying on.
SMILES,ER stress death
Cc1ccc(-c2ccc(C=C3C(=O)NC(=S)NC3=O)o2)cc1[N+](=O)[O-],17
CCC(CC)N1CCN(Cc2cc(Br)ccc2OC)CC1,-3
CC1(C)C(c2ccccc2)=NC(c2cccnc2)N1O (centres undefined),8
O=C1NC(=S)NC(=O)C1=Cc1ccc(-c2ccc(S(=O)(=O)Nc3nccs3)cc2)o1,-1
Cc1cc(C=C2C(=O)NC(=S)NC2=O)c(C)n1-c1ccccc1,2
Clc1ccc(CCNCc2ccccn2)c(Cl)c1,-7
O=C1C(=Cc2ccc(-c3ccccc3[N+](=O)[O-])o2)C(=O)N(c2ccccc2)C(=S)N1c1ccccc1,5
O=C(COc1ccc2ccccc2c1)N1CCN(C2CCCC2)CC1,-1
CN(C)CCC(=O)c1ccc(Cl)c(Cl)c1,-14
CCCCN(CC#CCOCCC#N)CCCC,-2
CCOc1cc(C=C2C(=O)NC(=S)NC2=O)ccc1OCc1c(C)no[n+]1[O-],3
O=C(COc1ccc2ccccc2c1)N1CCN(CCCc2ccccc2)CC1,31
CCC(C)N1CCN(Cc2cc(Br)ccc2OC)CC1 (centres undefined),-2
CCC(=O)N(Cc1ccc(OC)c(OC)c1)C1CC(C)N(C)CC1C (centres undefined),3
O=[N+]([O-])c1ccc(NCCOc2ccccc2F)c2cccnc12,4
COc1ccc(OP(=O)(Oc2ccccc2)Oc2ccc(OC)cc2)cc1,11
CCCCn1c(=O)c(C(=O)Nc2cccc(O)c2)c(O)c2ccccc21,4
COc1cccc(CN2CCN(Cc3ccccc3Br)CC2)c1,0
COc1ccc(CN2CCN(C(C)C)CC2)c(OC)c1,3
Cc1cc(-c2ccccc2)[n+]2cc(Br)ccc2n1,-5
CC(C)c1ccc(N2C(=O)NC(=O)/C(=C/C=C/c3ccco3)C2=O)cc1,-3
CN1C2CCC1CC(=NOC(=O)c1ccc(F)cc1)C2,-4
c1cc2c(cc1CCNC1C3CC4CC(C3)CC1C4)OCO2 (centres undefined),-10
O=C(COc1ccccc1)N1CCN(Cc2ccccc2)CC1,9
COc1ccccc1CCNCc1cccc(Cl)c1,-7

# (further entries)
SMILES,ER stress death
COC(=O)c1ccc(-c2ccc(C=C3C(=O)NC(=S)NC3=O)o2)cc1,5
CC1CN(C)CCC1(O)c1ccccc1 (centres undefined),2
CCOC(=O)c1c(C)n(Cc2ccco2)c2ccc(O)cc12,2
O=c1c2ccccc2nc(-c2ccco2)n1-c1ccccn1,-3
CCC(CC)NCCc1ccc(OC)c(OC)c1,4
CCC1(CC)C(=O)NC(=O)N(C(=O)c2ccc(Br)cc2)C1=O,11
Clc1cccc(CCNCc2cccnc2)c1,4
Cc1ccc(-c2nc3ccccc3c(=O)n2-c2cccnc2)cc1,-4
N/C(=N\[N+](=O)[O-])N1CCN(C(=O)c2ccc(Cl)cc2)CC1,6
C[n+]1ccc(-c2ccncc2)cc1,1
COc1cccc(N2C(=O)CC(=O)NC2=O)c1,6
CCCC(=O)c1ccc(N2CCNCC2)c(F)c1,-7
CCCCCn1c(=O)c(C(=O)Nc2nc(C)cs2)c(O)c2ccccc21,14
Oc1ccc(Br)cc1CN1CCN(Cc2ccc(F)cc2)CC1,-4
O=C1NC(=S)NC(=O)C1=Cc1ccccc1OS(=O)(=O)c1ccc2ccccc2c1,7
CN=C1CN=C(c2ccccc2)c2cc(Cl)ccc2N1,-6
CC(Cc1ccccc1)NC(=O)/C=C/c1ccccc1 (centres undefined),-3
Cc1ccc(NC(=O)C2C(C)(C)C2(C)C)cc1C,8
O=C(COc1ccccc1)Nc1ccc(Cl)cc1C(=O)c1ccccc1,7
O=[N+]([O-])/N=C1\NCN(c2ccc(Cl)cc2)CN1c1ccccc1,-12
CC1(C)C(C(=O)Nc2cccnc2)C1(C)C,0
CCOC(=O)c1c(C)n(CC(C)C)c2ccc(OC)cc12,11
O/N=C1/C(=C/c2ccccc2)N2CCC1CC2,23
Cc1ccc(-n2c(C)nc3ccccc3c2=O)cc1Cl,0
O=[N+]([O-])c1ccc(N2CCNCC2)cc1NCCOc1ccccc1,-3

# Additional entries.
SMILES,ER stress death
O=C1NC(=O)N(c2ccccc2Cl)C(=O)C1=Cc1ccccc1,-2
O=C1/C(=C/c2ccccn2)N2CCC1CC2,-3
O=C1NC(=S)N(c2cccc(Br)c2)C(=O)/C1=C/c1cccs1,12
CC(Cc1ccccc1)NC(=O)NC(=O)Cc1ccccc1 (centres undefined),0
Clc1ccc(OCCCn2ccnc2)cc1,4
C=CCc1cc(/C=C2/C(=O)NC(=O)N(c3ccc(C(C)C)cc3)C2=O)cc(OC)c1O,7
O=C1NC(=O)C(=Cc2cc(Cl)c(O)c(Cl)c2)C(=O)N1,1
Cc1cccc(CN2CCN(C(=O)COc3ccc(Cl)cc3)CC2)c1,-2
Cc1ccccc1CN1CCN(Cc2ccc(F)cc2)CC1,-6
O=c1c2ccccc2nc(/C=C/c2cccc(Br)c2)n1-c1ccccc1O,23
O=[N+]([O-])c1ccc(NCC(O)c2ccccc2)c2ncccc12 (centres undefined),-1
O=C1/C(=C/c2ccccc2O)N2CCC1CC2,2
Cc1ccc(C=C2C(=O)NC(=O)NC2=O)o1,11
Clc1ccccc1CNCCc1c[nH]c2ccccc12,-11
CCOc1ccc(N2C(=O)/C(=C/c3ccc(C)o3)C(=O)NC2=S)cc1,3
CC(C)(C)c1ccc(OCCOc2ccccc2C=C2C(=O)NC(=O)NC2=O)cc1,4
CC(/C=C/c1c[nH]c2ccccc12)=N/O,-4
O=C(COc1ccc(Cl)cc1)N1CCN(Cc2ccc([N+](=O)[O-])cc2)CC1,4
Cc1cc(C=C2C(=O)NC(=S)NC2=O)c(C)n1-c1ccc(Cl)cc1,2
Cc1ccccc1-n1c(/C=C/c2ccc(Br)cc2)nc2ccccc2c1=O,19
CC(C)N1CCN(Cc2ccc(Br)cc2)CC1,0
COCCOC(=O)C1CN1C(Cc1ccccc1)C(=O)OC (centres undefined),-2
O=C(COc1ccc2ccccc2c1)N1CCN(Cc2ccc([N+](=O)[O-])cc2)CC1,13
Cc1ccc(OCC(=O)N2CCN(C)CC2)c(Br)c1,5
C=CCc1cc(/C=C2\C(=O)NC(=O)N(c3cc(C)cc(C)c3)C2=O)cc(OCC)c1O,-1

# Other structures:
SMILES,ER stress death
CCOC(=O)c1ccc(-c2ccc(C=C3C(=O)NC(=S)NC3=O)o2)cc1,-10
O=[N+]([O-])N(CCCCN(CN1CCOCC1)[N+](=O)[O-])CN1CCOCC1,0
COc1ccc(N2C(=O)NC(=O)/C(=C/c3cc4c(cc3Cl)OCO4)C2=O)cc1,9
COc1ccc(CCNCc2ccc(Cl)cc2)cc1,-11
COC(C(=O)Nc1ccc(Br)cc1C(=O)c1ccccc1)c1ccccc1 (centres undefined),72*
c1cc2c(cc1CCNC1CCCCCC1)OCO2,-10
C=CCn1c(C)c(C=C2C(=O)NC(=S)NC2=O)c2ccccc21,-6
O=C(CCN1CCOCC1)Nc1ccc(Br)cc1C(=O)c1ccccc1,-4
O=C(CF)NC(Nc1ccc(Br)cc1)C(Cl)(Cl)Cl (centres undefined),-3
Cc1cccc(-n2c(CN3C(=O)c4ccccc4C3=O)nc3ccccc3c2=O)c1,-3
COc1ccc(C=C2C(=O)NC(=O)NC2=O)cc1OCc1ccc(Cl)cc1Cl,4
COc1ccc(O)c(CN2CCN(Cc3ccccc3Cl)CC2)c1,-1
O=c1c2ccccc2nc(/C=C/c2ccccc2)n1-c1ccccc1[N+](=O)[O-],4
Cc1nc2ccccc2c(=O)n1-c1ccc([N+](=O)[O-])cc1,10
O=[N+]([O-])c1cccc(CN2CCN(Cc3cccc(Cl)c3)CC2)c1,3
CC1=NN(c2ccccc2)C(=O)/C1=C/c1c(O)[nH]c(=O)[nH]c1=O,-2
CN1C(=O)NC(=O)/C(=C/c2cn(Cc3ccccc3Cl)c3ccccc23)C1=O,-18
CCc1ccc(N2C(=O)CC(=O)NC2=S)cc1,2
CCC1(CC)C(=O)N(Cc2ccccc2)C(=O)N(Cc2ccccc2)C1=O,4
O=P(Oc1ccccc1)(Oc1ccccc1)C(NCc1ccccc1)c1ccccc1 (centres undefined),7
CCN1C(=O)/C(=C/c2cccn2C)C(=O)NC1=S,-4
Cc1ccc(C)c(COc2cc(C)cc3oc(=O)c4c(c23)CCC4)c1,10
